CXCR6 inh – CXCR6 (human) receptor inhibition; CHO-K1 PathHunter CXCR6 beta-arrestin, luminescence; AID 602244; O00574; inhibition, % at 20 µM; 360,000 tested, 0.36% active; in the data active = inhibition above about 34%, passing the limit was not always enough;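 note: antagonist mode with CXCL16 agonist at 10 nM final; 0% = 10 nM CXCL16 with DMSO and 100% = unstimulated wells without agonist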
Target sequence (O00574 whole entry, looked up): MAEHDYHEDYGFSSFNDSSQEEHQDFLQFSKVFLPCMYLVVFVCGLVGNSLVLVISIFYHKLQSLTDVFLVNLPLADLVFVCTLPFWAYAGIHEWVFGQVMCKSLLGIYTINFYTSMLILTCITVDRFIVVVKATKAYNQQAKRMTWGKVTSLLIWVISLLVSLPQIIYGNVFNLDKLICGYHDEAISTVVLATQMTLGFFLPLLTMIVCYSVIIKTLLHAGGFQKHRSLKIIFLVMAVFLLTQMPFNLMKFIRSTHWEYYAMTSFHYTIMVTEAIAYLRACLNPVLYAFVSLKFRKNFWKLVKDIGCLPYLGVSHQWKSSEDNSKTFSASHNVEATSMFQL
Numbers without * were called inactive.

smiles	CXCR6 inh
COc1ccccc1-c1sc2ccccc2c1-c1cnc(N2CCOCC2)nc1	2
CSc1nnc(N2C(=O)C(O)=C(C(=O)c3ccco3)C2c2cccc(Cl)c2)s1 (stereo unspecified)	3
COC(=O)[C@]12CCCCC=C1N(Cc1ccc(Cl)cc1Cl)C(=O)[C@H](CC(=O)N1CCC(c3ccccc3)CC1)C2	14
COc1cc(C2C(C#N)=C(N)N(N(C)C)C3=C2C(=O)CCC3)ccc1O (stereo unspecified)	-1
Cc1cccn2c1nc(=S)n2C(=O)c1ccco1	-2
CCCCn1nnnc1C(c1ccnc2ccccc12)N1CCN(C/C=C/c2ccccc2)CC1 (stereo unspecified)	9
CNC(=O)c1ccc(NC(=O)c2ccccc2OCc2c(C)noc2C)cc1	2
COCCN(C(=O)COC(=O)COc1ccc2ccccc2c1)c1c(N)n(Cc2ccccc2)c(=O)[nH]c1=O	-2
O=[N+]([O-])c1ccc(COc2ccc(CN3CCCCC3)cc2)cc1	7
CC(CO)NS(=O)(=O)c1ccc(Br)cc1F (stereo unspecified)	-2
OC(c1ccc(F)c(F)c1)c1ncc(-c2ccc(F)cc2)[nH]1 (stereo unspecified)	-6
O=C1c2ccccc2C(c2nc3ccccc3[nH]2)N1Cc1ccco1 (stereo unspecified)	0
CCCNC(=O)c1cc(C2CCCCN2C(=O)c2cc(OC)c(C)c(OC)c2)on1 (stereo unspecified)	1
CCN(CC)C(=O)C1CCCN(Cc2cccc(Cl)c2)C1 (stereo unspecified)	-4
O=C(Nc1ccc2c(c1)OCO2)c1csc([C@@H]2O[C@H](CO)[C@H](O)[C@H](O)[C@H]2O)n1	8
Cc1ccccc1CC(=O)N1CCC(CCC(=O)NC2CC2)CC1	-5
CCN(CC)c1ncnc2c1ncn2[C@H]1CN(Cc2ccc3c(c2)OCO3)C[C@@H](CO)O1	2
CS(=O)(=O)c1ccc(Nc2nc(C(N)Cc3ccc(F)cc3)cs2)cc1 (stereo unspecified)	-11
CC(=O)Nc1ccc(-c2ccnc3c2CC(C)(C(=O)NCc2cccc(Cl)c2)O3)cc1 (stereo unspecified)	-10
Cc1cccc(NC2CNC(=O)NC2=O)c1 (stereo unspecified)	4
COc1cccc(C(C)(O)c2nc(-c3ccoc3)cs2)c1 (stereo unspecified)	5
COc1ccc(CN2CCC2(C)C(=O)Nc2cnc3ccccc3c2)c2ccccc12 (stereo unspecified)	2
COC(=O)C1(C)CCc2c(ccc3ccccc23)C1=O (stereo unspecified)	-4
Cc1cc(Cl)ccc1-c1nc(NCc2ccccc2)nc2ccsc12	11
CCCCNC(=O)C1c2ccccc2OCC(=O)N1Cc1cccnc1 (stereo unspecified)	-2
CC(C)Sc1nc(-c2cccs2)nc2cc(Cl)ccc12	-1
CS(=O)(=O)N1Cc2cc(C(=O)NCC3CC3)nc(-c3cccc(-c4cccnc4)c3)c2[C@H]1CCO	-3
Nc1ncn(C(=S)Nc2ccccc2)n1	7
COc1cc(F)ccc1-c1csc(C(C)(NC(C)=O)c2ccccc2)n1 (stereo unspecified)	3
CC1(C(=O)NCc2ccccc2)CCC(=O)N1CCOc1ccccc1 (stereo unspecified)	-1
COC(=O)c1c(C(=O)OC)c2c(-c3ccccc3)cc3cccc1n32	10
Cc1ccc2cc(F)ccc2n1	1
Cc1cc(O)c(C(C)C)cc1N=Cc1ccc([N+](=O)[O-])cc1	2
O=C(O)Cc1ccc(N2N=C(c3ccccc3)CC2=O)cc1	3
Oc1ccc2ccccc2c1N=Nc1nccs1	65*
COc1ccc([C@H]2N[C@]3(CCCN(Cc4ccccc4)C3=O)[C@H]3C(=O)N(Cc4ccccc4)C(=O)[C@@H]23)cc1	-4
CC(=O)c1cccc(-c2cnc3c(NC=O)cc(-c4cccc(C(=O)N(C)C)c4)cn23)c1	2
CCCS(=O)(=O)NC(=O)C1(C)CCN(C(=O)c2ccccc2Br)C1 (stereo unspecified)	1
COc1ccc(-c2nc3ccc(Cl)cn3c2Cc2ccc(C)cc2)cc1OC	6
CCOc1ccc(C(=O)N[C@H](C(=O)N2CCN(c3ncccn3)CC2)C(C)C)cc1	5
CC(=NNC(=S)N1CCCC1)c1ccccn1	-14
Cc1ccc2nsnc2c1S(=O)(=O)N(Cc1ccco1)Cc1cc2ccc(C)c(C)c2[nH]c1=O	4
O=C(CSc1ccc([N+](=O)[O-])cc1)c1ccccc1	-5
COCCNC(=O)C1(C)CCN(C(=O)COc2ccc(Cl)cc2Cl)C1 (stereo unspecified)	2
COc1ccc(CN2C(=O)C(CC(=O)NC3CCCCC3)CC(C(=O)N(C(C)C)C(C)C)=C2C)cc1 (stereo unspecified)	3
COc1ccc(OC)c(NC(=O)Nc2nnc(COCCO)s2)c1	11
CNC(=O)COC(=O)c1ccccc1C(=O)c1ccc(Cl)c([N+](=O)[O-])c1	17
Cc1ccc2cc(CN(CCN3CCOCC3)Cc3nnnn3Cc3ccco3)c(=O)[nH]c2c1C	0
COc1cc(C(=O)NCC(c2ccco2)N2CCCC2)ccc1OCc1ccc(Cl)cc1Cl (stereo unspecified)	-4
CC(=O)Nc1cc(-c2ccccc2Cl)cn2c(-c3ccc(S(C)(=O)=O)cc3)cnc12	12

Some values from above.
Result of CNC(=O)COC(=O)c1ccccc1C(=O)c1ccc(Cl)c([N+](=O)[O-])c1 under CXCR6 inh: 17
Result of Cc1ccc2nsnc2c1S(=O)(=O)N(Cc1ccco1)Cc1cc2ccc(C)c(C)c2[nH]c1=O under CXCR6 inh: 4
Result of COc1ccc(CN2C(=O)C(CC(=O)NC3CCCCC3)CC(C(=O)N(C(C)C)C(C)C)=C2C)cc1 (stereo unspecified) under CXCR6 inh: 3
Result of CC(=NNC(=S)N1CCCC1)c1ccccn1 under CXCR6 inh: -14
Result of COCCNC(=O)C1(C)CCN(C(=O)COc2ccc(Cl)cc2Cl)C1 (stereo unspecified) under CXCR6 inh: 2
Result of Nc1ncn(C(=S)Nc2ccccc2)n1 under CXCR6 inh: 7
Result of COc1cc(C(=O)NCC(c2ccco2)N2CCCC2)ccc1OCc1ccc(Cl)cc1Cl (stereo unspecified) under CXCR6 inh: -4

Next entries follow.
smiles	CXCR6 inh
Cc1cccc(C)c1OCCOC(=O)c1ccc(S(=O)(=O)N2CCCC2)cc1	7
CCCNC(=O)OC1CC2CC1[C@H]1CCCCN1C2=O (stereo partly specified)	-2
COc1cc(O)c(C(C)=O)c(OC)c1	4
CNC[C@@H]1OCc2ccccc2-c2ccccc2C(=O)N([C@@H](C)CO)C[C@@H]1C	2
CCNC(=S)N1CCC(C(=O)c2ccc(F)cc2)CC1	-5
O=C(NCc1ccc(Cl)nc1)c1ccc2nc([C@@H]3O[C@H](CO)[C@H](O)[C@H](O)[C@H]3O)[nH]c2c1	-2
O=C(CCc1ccc(O)cc1)NN=Cc1ccc2c(c1)OCO2	2
CC(=NNC(=S)Nc1ccccc1Cl)c1ccccn1	-16
CC(=O)NCCNC(=O)C1(C)Cc2c(-c3ccccc3)ccnc2O1 (stereo unspecified)	1
Nc1cccc2cccc([N+](=O)[O-])c12	-1
Cc1cc(C)nc(Nc2nc(C(N)Cc3ccccc3)cs2)n1 (stereo unspecified)	1
Cc1cccc(CN2CCN(C3CN(Cc4cn(Cc5ccccc5C(F)(F)F)nn4)S(=O)(=O)C3)CC2)c1 (stereo unspecified)	-6
CCOCCC(=O)Nc1ccc2c(c1)c(=O)n(C)n2-c1ccc2ccccc2c1	-3
CCc1nc2ccc(C(=O)NC3CCN(Cc4ccccc4)CC3)cn2c1N(C)Cc1cccs1	7
NC(=O)c1ccsc1NC(=O)COC(=O)Cc1ccc(F)cc1	-4
O=C(Cc1cccc(NC(=O)C2CCCN(C(=O)c3ccccc3)C2)c1)Nc1cccc(C(=O)N2CCCCC2)c1 (stereo unspecified)	4
CC1=C(C(=O)N2CCOCC2)CC(CC(=O)NCC2CCCCC2)C(=O)N1Cc1ccc(C(C)(C)C)cc1 (stereo unspecified)	-4
CCc1ccccc1NC(=O)CSc1nc2ccccc2n1CC(=O)N(C)C	-2
CN(Cc1ccccc1)C(=O)c1cccc(NC(=O)Cc2ccc(NC(=O)C3CCN(C(=O)C4CC4)CC3)cc2)c1	0
COCCN1CCC(CO)C1 (stereo unspecified)	-4
Brc1ccc2nc(-c3ccco3)c(CC3CCCCC3)n2c1	-1
O=C(O)c1ccccc1C(=O)OCC1CCC(=NO)CC1 (stereo unspecified)	-3
Cc1ccc(C)c(C(O)c2ncc(-c3ccc(F)cc3)[nH]2)c1 (stereo unspecified)	-9
CCOc1ccc(N=Cc2ccccc2O)cc1	2
COc1cccc(/C=C2\SC(=S)N(CCCC(=O)Nc3cccc(C(=O)O)c3)C2=O)c1	10
Cc1ccc(OCCN2CCC2(C)C(=O)NCc2cccc3ccccc23)cc1 (stereo unspecified)	-1
COc1ccc2cc3[n+](cc2c1O)CCc1cc2c(cc1-3)OCO2	-19
Cc1cccn2c(=O)c3cc(C(=O)NCc4ccc(F)cc4)c(=N)n(CCCN4CCOCC4)c3nc12	3
CCOc1ccccc1NC(=O)CCNC(=O)C1CCN(S(=O)(=O)c2ccccc2)CC1	0
COCCNC(=O)/C(C#N)=C/c1cccc(/C=C(\C#N)C(=O)NCCOC)c1	-2
O=C(NC1CCCCC1)C1c2ccccc2OCC(=O)N1Cc1cccnc1 (stereo unspecified)	9
CC(C)CC1OC(C)CC2=C1C(=O)OC(C)(C)O2 (stereo unspecified)	-3
Cc1cc(C)c(OCC(=O)Nc2ccc(NC(=O)c3ccco3)cc2)c([N+](=O)[O-])c1	-1
CC1CC(C)(C)NC2(CCCC2)N1 (stereo unspecified)	0
COc1ccc(CCNC(=O)c2c(O)c3cc(OC)c(OC)cc3[nH]c2=O)cc1OC	1
CCN(CC)CCNC(=O)c1ccc(NC(=O)c2cc(S(=O)(=O)N3CCCCC3)ccc2N2CCOCC2)cc1	2
CCOC(=O)c1c(NC(=O)COC(=O)c2nccnc2N)sc2c1CCC2	4
COc1ccc(-c2ccc(C(=O)NCC3CCOCC3)c3occc23)c(C)c1	-8
CC(C)(C)NC(=O)C1(C)CCC(=O)N1C1CC1 (stereo unspecified)	-2
COc1ccc(OC)c(C=NN=Cc2cc(OC)ccc2OC)c1	-2
CCOc1ccc(C2C(C#N)=C(N)Oc3cc(C)n(CCN4CCOCC4)c(=O)c32)cc1OCC (stereo unspecified)	3
O=c1ccn([C@@H]2O[C@H](CNCc3ccccc3)[C@@H](O)[C@H]2O)c(=O)[nH]1	3
COc1ccc(C2=C(c3ccccc3)OC(OC)c3cc(F)ccc32)cn1 (stereo unspecified)	8
CCCCNC(=O)c1ccc(Cc2cn(C)c3ccccc23)nc1	0
CC(C)n1[nH]c2ccccc2c1=O	-6
COc1ccc(S(=O)(=O)N2CCN(CC(=O)c3c(N)n(C)c(=O)n(C)c3=O)CC2)cc1OC	3
COc1ccc(CCN2C(=O)c3ccccc3C2c2nnnn2-c2c(C)cccc2C)cc1OC (stereo unspecified)	4
CCCCOCCCNC(=O)C[C@@H]1C[C@@]2(C(=O)OCC)CCC=C2N(Cc2ccc3c(c2)OCO3)C1=O	-2
COc1ccc(C(=O)OC2C(OC)OCC(O)C2O)cc1 (stereo unspecified)	0
COc1ccc(-c2cnc3c(NC=O)cc(-c4ccccc4)cn23)cc1OC	4

Entries above marked active in CXCR6 inh:
smiles	CXCR6 inh
Oc1ccc2ccccc2c1N=Nc1nccs1	65*

New compounds follow.
smiles	CXCR6 inh
O=S1(=O)CC(N2CCCCC2)CN1Cc1cn(Cc2ccccc2)nn1 (stereo unspecified)	-3
COc1cc2c(cc1[N+](=O)[O-])-c1ccccc1C2	0
N#CCSc1ccccc1NC(=O)CN1C(=O)NC(CCc2ccccc2)C1=O (stereo unspecified)	-6
COc1cccc(OC(=O)c2ccccc2)c1OC(=O)c1ccccc1	3
NC(=O)c1ncn([C@@H]2O[C@H](CNCc3cnc(N4CCOCC4)s3)[C@@H](O)[C@H]2O)n1	3
CC1CCN(S(=O)(=O)c2cccc(C(=O)NC3CCS(=O)(=O)C3)c2)CC1 (stereo unspecified)	-4
OC[C@@H]1CN(Cc2ccccc2)C[C@H](n2cnc3c(NCc4ccncc4)ncnc32)O1	-5
CCN(CC)C(=O)c1ccc(Cc2cn(C)c3ccccc23)nc1	-8
CC1=C(C(=O)N2CCOCC2)CC(CC(=O)NCCCN(C)C)C(=O)N1Cc1ccc(C(C)(C)C)cc1 (stereo unspecified)	3
CC(=O)NC1(C)CCC2CC1C(C)=NC2(C)C (stereo unspecified)	-5
C=CCn1c(SCC(=O)c2[nH]c(C)c(C(=O)OCC)c2C)nc2scc(-c3ccc(OC)c(OC)c3)c2c1=O	-14
C[C@H]1CN([C@@H](C)CO)S(=O)(=O)c2ccc(Br)cc2O[C@H]1CN(C)C(=O)c1cccnc1	-5
CC1(C)Cc2cccc(OCC(=O)OCC(=O)Nc3ccc(S(N)(=O)=O)cc3)c2O1	-4
CCOC(=O)C1=CN(C)CCC1=O	3
Cn1c(=O)c2cc(NC(=O)NCCc3ccccc3)ccc2n1Cc1ccc(F)cc1	-14
O=C1C=C(c2c(O)ccc3ccccc23)c2ccccc2C1=O	46*
CN(C)c1ccc(CN2CCC(C(=O)NC(c3ccc(F)cc3)c3ccc4ccccc4n3)CC2)cc1 (stereo unspecified)	17
CC1(C(=O)NS(=O)(=O)c2ccccc2Cl)CCN1C(=O)Cc1cc(F)ccc1F (stereo unspecified)	1
N=c1c2ccccc2nc2n1CCCCCCC2	4
Cc1nc2cc(N3CCCCC3)c(NC(=O)c3ccncc3)cc2c(=O)n1Cc1ccccc1	4
COc1ccc(COC(=O)CCc2cc(OC)c(OC)c(OC)c2)cc1F	-1

4 entries from above, sorted by number of heavy atoms, high to low.
smiles	CXCR6 inh
C[C@H]1CN([C@@H](C)CO)S(=O)(=O)c2ccc(Br)cc2O[C@H]1CN(C)C(=O)c1cccnc1	-5
COc1ccc(COC(=O)CCc2cc(OC)c(OC)c(OC)c2)cc1F	-1
CC1CCN(S(=O)(=O)c2cccc(C(=O)NC3CCS(=O)(=O)C3)c2)CC1 (stereo unspecified)	-4
CC(=O)NC1(C)CCC2CC1C(C)=NC2(C)C (stereo unspecified)	-5

Screening data (PubChem)

This is a subset; count on the stated rates, not on these rows.
